LYPLA2 counter – counter-screen for PME1 inhibitors: inhibitors of human LYPLA2 | O95372 | recombinant LYPLA2, FP-Rh probe fluorescence polarization | inhibition, % at 5.9 µM | 320,000 tested, 0.38% active | AID 2177;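 active = inhibition above the screen-wide mean plus 3 SD, limit set per campaign, cut at about 26% in these data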;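 note: 0% = LYPLA2 with DMSO and 100% = wells lacking LYPLA2 enzyme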
Target sequence (O95372 whole entry, looked up): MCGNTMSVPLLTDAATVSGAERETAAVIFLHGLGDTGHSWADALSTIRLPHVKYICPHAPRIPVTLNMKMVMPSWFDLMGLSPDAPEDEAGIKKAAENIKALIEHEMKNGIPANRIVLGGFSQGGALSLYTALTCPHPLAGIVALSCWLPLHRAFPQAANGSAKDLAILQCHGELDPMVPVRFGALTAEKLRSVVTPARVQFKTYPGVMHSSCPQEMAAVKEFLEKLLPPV
PAFAH1B2 FP inh – PAFAH1B2 (human) inhibition. P68402. recombinant PAFAH1B2, FP-rhodamine activity probe, fluorescence polarization. inhibition, % at 3.39 µM. 340,000 tested, 1.2% active;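 active = inhibition above the mean of all tested compounds plus 3 SD, cut at about 24% in these data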;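 note: 0% = enzyme with DMSO and 100% = wells lacking PAFAH1B2; many of its hits are not listed in these tables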
Target sequence (P68402 whole entry, looked up): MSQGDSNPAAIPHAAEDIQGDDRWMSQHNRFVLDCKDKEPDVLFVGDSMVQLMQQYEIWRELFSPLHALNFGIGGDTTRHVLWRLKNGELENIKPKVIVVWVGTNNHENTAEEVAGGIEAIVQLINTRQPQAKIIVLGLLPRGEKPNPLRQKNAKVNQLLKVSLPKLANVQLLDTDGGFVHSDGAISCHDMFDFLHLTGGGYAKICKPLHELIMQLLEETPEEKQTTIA
LYPLA1 counter – blocks human lysophospholipase 1, a PME1 counter-screen | recombinant LYPLA1, FP-Rh probe fluorescence polarization | O75608 | AID 2174 | inhibition, % at 5.9 µM | 320,000 tested, 0.16% active;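 active = inhibition above the mean of all tested compounds plus 3 SD, set per campaign, cut at about 14% in these data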;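 note: inhibitors block serine hydrolase probe labeling of LYPLA1 so polarization falls; 0% = enzyme with DMSO and 100% = wells lacking LYPLA1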
Target sequence (O75608 whole entry, looked up): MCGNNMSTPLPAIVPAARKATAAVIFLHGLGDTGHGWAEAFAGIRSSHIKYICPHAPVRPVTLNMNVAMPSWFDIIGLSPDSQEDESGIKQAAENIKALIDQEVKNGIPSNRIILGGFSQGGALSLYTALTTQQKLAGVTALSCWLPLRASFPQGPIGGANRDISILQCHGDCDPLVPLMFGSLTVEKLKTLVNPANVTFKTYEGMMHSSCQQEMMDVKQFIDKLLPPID
PAD4 FP inh – blocks human protein arginine deiminase 4; recombinant PAD4, RCA probe fluorescence polarization; inhibition, % at 6.36 µM; 330,000 tested, 0.41% active;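 active = percent inhibition above a cutoff equal to the mean of all tested compounds plus 3 SD, cut at about 15% in these data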;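 note: 0% = PAD4 with RCA probe and DMSO and 100% = probe without PAD4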
pPAFAH FP inh – pPAFAH (human) enzyme inhibition; 330,000 tested, 1.5% active; Q13093; inhibition, % at 3.39 µM; recombinant pPAFAH, FP-rhodamine probe fluorescence polarization; AID 463082;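 active = inhibition above the mean inhibition across the screen plus 3 SD, cut at about 25% in these data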;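 note: inhibitors block binding of the rhodamine activity-based probe so polarization drops; 0% = enzyme with DMSO and 100% = wells lacking pPAFAH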
PAFAH1B3 FP inh – blocks human PAF acetylhydrolase 1B catalytic subunit 3. inhibition, % at 3.39 µM. Q15102. recombinant PAFAH1B3, FP-rhodamine probe, fluorescence polarization. 340,000 tested, 0.28% active;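 active = inhibition above the screen-wide average of all tested compounds plus 3 SD, cut at about 25% in these data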;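 note: 0% = enzyme with DMSO only and 100% = wells lacking PAFAH1B3 protein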
PREPL inhibitor – human PREPL enzyme inhibition; recombinant PREPL, fluorescence polarization activity-based probe; inhibition, % at 5.96 µM; 320,000 tested, 0.68% active; AID 2751; in the data active = inhibition above about 43%;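 note: 0% = enzyme with DMSO and 100% = wells lacking enzyme; many of its hits are not listed in these tables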
PAFAH2 inh – PAFAH2 (human) inhibition; Q99487; recombinant PAFAH2, FP-rhodamine activity probe, fluorescence polarization; inhibition, % at 3.39 µM; 340,000 tested, 0.99% active; AID 492956;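 active = inhibition above the mean over all tested compounds plus 3 SD, cut at about 30% in these data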;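 note: inhibitors block probe labeling of enzyme so polarization drops; 0% = enzyme with DMSO and 100% = wells lacking PAFAH2 protein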
GSTO1 inh – counter-screen for RBBP9 inhibitors: inhibitors of human GSTO1; inhibition, % at 5.96 µM; AID 1974; 300,000 tested, 1.1% active; recombinant GSTO1, activity-based probe fluorescence polarization;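 active = inhibition above the campaign mean inhibition plus 3 SD, cut at about 35% in these data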;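 note: 0% = GSTO1-1 with DMSO and 100% = wells lacking GSTO1-1 enzyme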
Target sequence (P78417 whole entry, looked up): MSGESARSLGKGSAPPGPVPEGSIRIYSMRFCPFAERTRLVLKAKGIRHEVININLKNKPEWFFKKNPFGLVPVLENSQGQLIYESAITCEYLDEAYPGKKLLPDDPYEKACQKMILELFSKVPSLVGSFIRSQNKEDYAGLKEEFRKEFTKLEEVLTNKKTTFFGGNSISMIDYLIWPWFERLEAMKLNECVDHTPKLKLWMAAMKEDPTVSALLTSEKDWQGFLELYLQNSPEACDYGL
* hit, by the source's call.

CC(=O)Nc1ccc(C(=O)NC2CCSc3ccccc32)cc1 (stereo unspecified) was read as LYPLA2 counter 3, PAFAH1B2 FP inh 3, LYPLA1 counter 1, PAD4 FP inh -2, pPAFAH FP inh 8, PAFAH1B3 FP inh -2, PREPL inhibitor -5, PAFAH2 inh 1 and GSTO1 inh 3.
Cc1noc(C)c1NC(=O)Nc1ccc2c(c1)CC(=O)N([C@@H](C)CO)C[C@@H](C)[C@@H](CN(C)C(=O)Nc1cccc3ccccc13)O2 was read as PAFAH1B2 FP inh 10, PAD4 FP inh 7, pPAFAH FP inh 2, PAFAH1B3 FP inh 0, PREPL inhibitor 36 and PAFAH2 inh 8.
Screening COc1cccc(-n2cc(CNC(=O)C3CCC(=O)N(C4CC4)C3)cn2)c1 (stereo unspecified) returned LYPLA2 counter 3, PAFAH1B2 FP inh 6, LYPLA1 counter -4, PAD4 FP inh -1, pPAFAH FP inh -1, PAFAH1B3 FP inh 6, PREPL inhibitor -2, PAFAH2 inh 2 and GSTO1 inh -1.
For CNC(=O)c1c(NC(=O)c2nc3ccccc3s2)sc2c1CCC2 the results were LYPLA2 counter -4, PAFAH1B2 FP inh 14, LYPLA1 counter -4, PAD4 FP inh -7, pPAFAH FP inh 9, PAFAH1B3 FP inh 6, PREPL inhibitor -3, PAFAH2 inh 19 and GSTO1 inh -3.
CCN(CC)C(=O)CSc1nc2ccccc2c(=O)n1CCC(=O)NCCc1ccc(OC)c(OC)c1 was read as LYPLA2 counter 1, PAFAH1B2 FP inh 1, LYPLA1 counter 4, PAD4 FP inh -1, pPAFAH FP inh -4, PAFAH1B3 FP inh 1, PREPL inhibitor 12, PAFAH2 inh 0 and GSTO1 inh 14.
For CCOCC(=O)Nc1cccc(OC)c1 the results were LYPLA2 counter 3, PAFAH1B2 FP inh 4, LYPLA1 counter -1, PAD4 FP inh -4, pPAFAH FP inh 3, PAFAH1B3 FP inh 2, PREPL inhibitor -9, PAFAH2 inh -1 and GSTO1 inh 21.
For O=C(COc1ccccc1Cl)N1N=C(c2cccs2)CC1c1ccco1 (stereo unspecified) the results were LYPLA2 counter 5, PAFAH1B2 FP inh 3, LYPLA1 counter -2, PAD4 FP inh -4, pPAFAH FP inh 2, PAFAH1B3 FP inh 2, PREPL inhibitor -33 and PAFAH2 inh 7.
For O=C1CSC(=Nc2ccc(Cl)cc2)N1 the results were LYPLA2 counter -3, PAFAH1B2 FP inh -1, LYPLA1 counter -2, PAD4 FP inh -6, pPAFAH FP inh -2, PAFAH1B3 FP inh 10, PREPL inhibitor 3, PAFAH2 inh 2 and GSTO1 inh -2.
CCOC(=O)C1=C(C)N(C[C@@H]2CC[C@@H](Cc3ccc(-c4ccccc4)cc3)O2)C(=O)NC1c1ccc([N+](=O)[O-])cc1 (stereo partly specified) was read as PAFAH1B2 FP inh 0, PAD4 FP inh 1, pPAFAH FP inh 3, PAFAH1B3 FP inh 5 and PAFAH2 inh -2.
CCC(C)NC(=O)c1ccc2c(SCC(=O)O)c3c(nc2c1)CCCC3 (stereo unspecified) was read as LYPLA2 counter -2, PAFAH1B2 FP inh 1, LYPLA1 counter 2, PAD4 FP inh 4, pPAFAH FP inh 1, PAFAH1B3 FP inh 3, PREPL inhibitor 2, PAFAH2 inh 0 and GSTO1 inh -10.
Screening Cc1cc(C)c2c(CC(=O)Nc3ccc(Cl)cn3)coc2c1 returned LYPLA2 counter 1, PAFAH1B2 FP inh -2, LYPLA1 counter 1, PAD4 FP inh 2, pPAFAH FP inh -2, PAFAH1B3 FP inh 9, PREPL inhibitor 6, PAFAH2 inh -5 and GSTO1 inh 3.
CCS(=O)(=O)c1ccc2oc(Nc3ccccc3Cl)nc2c1 was read as LYPLA2 counter 1, PAFAH1B2 FP inh 10, LYPLA1 counter -2, PAD4 FP inh 5, pPAFAH FP inh 7, PAFAH1B3 FP inh 3, PREPL inhibitor 8, PAFAH2 inh -4 and GSTO1 inh -2.
For COC(=O)c1ccccc1NC(=O)CSc1nnnn1C1CCCCC1 the results were LYPLA2 counter -10, PAFAH1B2 FP inh 5, LYPLA1 counter -2, PAD4 FP inh -6, pPAFAH FP inh 0, PAFAH1B3 FP inh 0, PREPL inhibitor 11, PAFAH2 inh 7 and GSTO1 inh -4.
Screening COc1ccccc1C(=O)C1CCCN(C(=O)c2cccc(-n3cccn3)c2)C1 (stereo unspecified) returned LYPLA2 counter 1, PAFAH1B2 FP inh 1, LYPLA1 counter 0, PAD4 FP inh -2, pPAFAH FP inh -1, PAFAH1B3 FP inh 6, PREPL inhibitor -13, PAFAH2 inh -4 and GSTO1 inh 2.
For CCOc1cc(C(c2c(C)[nH][nH]c2=O)c2c(C)[nH][nH]c2=O)ccc1O the results were LYPLA2 counter 4, PAFAH1B2 FP inh -2, LYPLA1 counter 5, PAD4 FP inh -11, pPAFAH FP inh -1, PAFAH1B3 FP inh 4, PREPL inhibitor 8, PAFAH2 inh -1 and GSTO1 inh 46*.
`Cc1cc(NC(=O)COC(=O)CNS(=O)(=O)c2c(F)cc(F)cc2Br)no1` gave PAFAH1B2 FP inh 4, PAD4 FP inh 3, pPAFAH FP inh 2, PAFAH1B3 FP inh 12, PREPL inhibitor -4 and PAFAH2 inh 1.
O=C(CN1C(=O)c2ccccc2S1(=O)=O)N1CCN(c2ccccc2F)CC1 was read as LYPLA2 counter -1, PAFAH1B2 FP inh 6, LYPLA1 counter -2, PAD4 FP inh -4, pPAFAH FP inh -6, PAFAH1B3 FP inh 1, PREPL inhibitor 35, PAFAH2 inh 4 and GSTO1 inh -6.
For CSc1nc(N)c2c(n1)OC(N)=C(C#N)C2c1cccnc1 (stereo unspecified) the results were LYPLA2 counter -6, PAFAH1B2 FP inh 0, LYPLA1 counter 0, PAD4 FP inh 2, pPAFAH FP inh 1, PAFAH1B3 FP inh 2, PREPL inhibitor -3, PAFAH2 inh 0 and GSTO1 inh 5.
For CC1(CCc2ccccc2)NC(=S)N(c2ccccc2)N1 (stereo unspecified) the results were LYPLA2 counter 7, PAFAH1B2 FP inh 2, LYPLA1 counter -3, PAD4 FP inh 1, pPAFAH FP inh 2, PAFAH1B3 FP inh 0, PREPL inhibitor 7, PAFAH2 inh 6 and GSTO1 inh 12.
COc1ccc2c(C)cc(SCc3c(C)noc3C)nc2c1 was read as LYPLA2 counter 8, PAFAH1B2 FP inh 3, LYPLA1 counter -1, PAD4 FP inh 0, pPAFAH FP inh 11, PAFAH1B3 FP inh 3, PREPL inhibitor -2, PAFAH2 inh -5 and GSTO1 inh -6.
For CCOC(=O)N1CCN(Cc2nc3ccc([N+](=O)[O-])cc3c(=O)n2-c2ccc(OC)cc2OC)CC1 the results were LYPLA2 counter 2, PAFAH1B2 FP inh 1, LYPLA1 counter 1, PAD4 FP inh 1, pPAFAH FP inh 2, PAFAH1B3 FP inh 4, PREPL inhibitor 6, PAFAH2 inh -3 and GSTO1 inh 6.
For COc1ccc(NC(=O)CCC(=O)OCC(=O)c2ccc(Oc3ccc([N+](=O)[O-])cc3)cc2)cc1 the results were LYPLA2 counter 26*, PAFAH1B2 FP inh 6, LYPLA1 counter 1, PAD4 FP inh -5, pPAFAH FP inh -12, PAFAH1B3 FP inh 7, PREPL inhibitor -3, PAFAH2 inh -5 and GSTO1 inh -3.
`O=C(Nc1ccc(Cl)cc1)c1csc(Cc2ccccc2)n1` gave LYPLA2 counter 1, PAFAH1B2 FP inh 0, LYPLA1 counter 0, PAD4 FP inh -1, pPAFAH FP inh 6, PAFAH1B3 FP inh 14, PREPL inhibitor -4, PAFAH2 inh 3 and GSTO1 inh -2.
Screening O=C(c1ccccc1)c1ccccc1C(=O)N1CCN(C(=O)c2ccccc2)CC1 returned LYPLA2 counter -4, PAFAH1B2 FP inh 7, LYPLA1 counter -1, PAD4 FP inh -4, pPAFAH FP inh 2, PAFAH1B3 FP inh -1, PREPL inhibitor -1, PAFAH2 inh -5 and GSTO1 inh 4.
`CCC(C)Oc1cccc(OCCCCN2C(=O)NC(C)(C)C2=O)c1` (stereo unspecified) gave LYPLA2 counter 1, PAFAH1B2 FP inh -1, LYPLA1 counter -3, PAD4 FP inh 0, pPAFAH FP inh 5, PAFAH1B3 FP inh -6, PREPL inhibitor 1, PAFAH2 inh 1 and GSTO1 inh 9.
COc1cccc(NC2SC(=O)N(c3ccccc3)C2=O)c1 (stereo unspecified) was read as LYPLA2 counter -3, PAFAH1B2 FP inh 1, LYPLA1 counter 1, PAD4 FP inh 1, pPAFAH FP inh -1, PAFAH1B3 FP inh 10, PREPL inhibitor -11, PAFAH2 inh 4 and GSTO1 inh -2.

As a working copy, some entries already given:
`O=C(Nc1ccc(Cl)cc1)c1csc(Cc2ccccc2)n1` gave LYPLA2 counter 1, PAFAH1B2 FP inh 0, LYPLA1 counter 0, PAD4 FP inh -1, pPAFAH FP inh 6, PAFAH1B3 FP inh 14, PREPL inhibitor -4, PAFAH2 inh 3 and GSTO1 inh -2.
Screening O=C(c1ccccc1)c1ccccc1C(=O)N1CCN(C(=O)c2ccccc2)CC1 returned LYPLA2 counter -4, PAFAH1B2 FP inh 7, LYPLA1 counter -1, PAD4 FP inh -4, pPAFAH FP inh 2, PAFAH1B3 FP inh -1, PREPL inhibitor -1, PAFAH2 inh -5 and GSTO1 inh 4.
`CCC(C)Oc1cccc(OCCCCN2C(=O)NC(C)(C)C2=O)c1` (stereo unspecified) gave LYPLA2 counter 1, PAFAH1B2 FP inh -1, LYPLA1 counter -3, PAD4 FP inh 0, pPAFAH FP inh 5, PAFAH1B3 FP inh -6, PREPL inhibitor 1, PAFAH2 inh 1 and GSTO1 inh 9.
COc1cccc(NC2SC(=O)N(c3ccccc3)C2=O)c1 (stereo unspecified) was read as LYPLA2 counter -3, PAFAH1B2 FP inh 1, LYPLA1 counter 1, PAD4 FP inh 1, pPAFAH FP inh -1, PAFAH1B3 FP inh 10, PREPL inhibitor -11, PAFAH2 inh 4 and GSTO1 inh -2.

High-throughput results deposited in PubChem BioAssay by The Scripps Research Institute Molecular Screening Center.

A portion of the library; the hit share may differ from the screen's.
